Screens as filed in PubChem BioAssay.
CendR NRP1 mod: modulators of CendR peptide binding to human neuropilin-1; O14786; FAM-RPARPAR peptide binding to NRP-1, fluorescence polarization; inhibition, % at 25 µM; actives 0.85% (n = 360,000); AID 602438;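 active = inhibition or corrected inhibition above about 18%, plus a signal ratio from 0.5 to 1.5, limit read from the data, passing the limit was not always enough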; also: strong numbers were not always called active
MT1-MMP act inh: inhibitors of human MT1-MMP activation | HT1080 RFP-PRO-GFP cells, GFP/RFP ratio fluorescence, overnight; percent of plate control window, DMSO zero | GFP/RFP ratio change, % at 20 µM | actives 0.061% (n = 360,000) | AID 651647;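 active = GFP/RFP ratio change of at least 30% with cell ATP level not reduced by more than half and red fluorescence within 50% of control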; also: strong numbers were not always called active
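Assay system: RFP-PRO-GFP reporter HT1080 cells; read-out basis: GFP/RFP fluorescence ratio; benchmarks: DMSO wells and RFP-L50D-GFP cells; doses: 20 µM single dose, 1% DMSO; schedule: overnight cell settling, then overnight compound exposure, 37 °C, 5% CO2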
SKN-1 block: C. elegans SKN-1 inhibition | C. elegans VP596 Pgst-4::GFP/RFP ratio, acrylamide-induced, 24 h | AID 624304 | inhibition, % at 21.8 µM | actives 0.49% (n = 360,000);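 active = interference check ratio from 0.5 to 1.5 plus GFP to RFP signal ratio inhibition reaching or exceeding a fixed threshold, cut at about 30% in these data, passing the limit was not always enough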; also: some compounds called inactive have numbers as strong as hits
DNMT1 block: DNMT1 (human) enzyme inhibition; AID 588458; inhibition (reported as % activation of signal), % at 10 µM; DNMT1 molecular beacon, Hinp1I cleavage, fluorescence; actives 0.83% (n = 360,000); in the data active = inhibition above about 50%
Scp-1 inhibitor: inhibitors of human Scp-1 phosphatase; inhibition, % at 20 µM; Q9GZU7; Recombinant Scp1, phosphopeptide, malachite green phosphate absorbance; AID 493091; actives 0.88% (n = 340,000);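 active = inhibition above about 50% at 20 µM, limit read from the data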;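 also: plate controls were DMSO wells with enzyme for no effect and wells lacking enzyme for full effect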
Target sequence (Q9GZU7 76-261 limits assumed): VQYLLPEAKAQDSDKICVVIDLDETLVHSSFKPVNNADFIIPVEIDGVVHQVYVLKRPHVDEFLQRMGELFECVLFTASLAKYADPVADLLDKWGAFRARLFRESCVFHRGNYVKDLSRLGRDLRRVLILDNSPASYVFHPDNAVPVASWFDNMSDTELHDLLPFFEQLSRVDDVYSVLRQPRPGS
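Test system: SCP-1 phosphatase catalytic domain, residues 76-261 | Compound dosing: One concentration, 20 µM, with 1.0% DMSO | Schedule: 45 min room-temperature reaction, 5 min colour, 30 min stabiliser | Detection: Absorbance at 630 nm | Read-out basis: % inhibition of SCP-1 phosphate liberation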
STEP inh: STEP (human) phosphatase inhibition | AID 588621 | recombinant STEP, OMFP fluorogenic substrate, fluorescence | actives 0.25% (n = 360,000) | inhibition, % at 20 µM;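 active = inhibition at 20 µM, scaled per plate between control wells, above about 37%, limit read from the data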;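 also: 0% = DMSO with enzyme and substrate and 100% = substrate only without enzyme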
Target sequence (P54829 whole entry, looked up): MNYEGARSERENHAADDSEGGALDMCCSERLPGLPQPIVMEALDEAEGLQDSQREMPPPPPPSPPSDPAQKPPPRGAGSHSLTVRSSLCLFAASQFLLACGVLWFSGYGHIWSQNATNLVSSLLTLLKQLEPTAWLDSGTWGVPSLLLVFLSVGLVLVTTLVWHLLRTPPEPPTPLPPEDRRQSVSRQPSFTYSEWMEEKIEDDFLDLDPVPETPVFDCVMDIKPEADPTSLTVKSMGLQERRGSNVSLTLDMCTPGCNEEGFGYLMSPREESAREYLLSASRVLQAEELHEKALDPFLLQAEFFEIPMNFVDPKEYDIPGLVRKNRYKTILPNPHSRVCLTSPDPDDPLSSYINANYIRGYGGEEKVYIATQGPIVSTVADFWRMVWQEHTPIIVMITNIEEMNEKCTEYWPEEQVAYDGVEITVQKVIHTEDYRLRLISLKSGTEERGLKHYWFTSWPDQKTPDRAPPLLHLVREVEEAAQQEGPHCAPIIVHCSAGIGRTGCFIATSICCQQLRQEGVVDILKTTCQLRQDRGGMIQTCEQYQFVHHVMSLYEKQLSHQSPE
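System: isolated STEP enzyme; schedule: 20 min enzyme reaction at room temperature, protected from light; medium: Bis-Tris buffer pH 6.0, 2.5 mM DTT, 0.005% Tween 20; signal: fluorescence, 480/540 nm; dosing: single compound dose of 20 µM, 1% DMSO final; also added: OMFP substrate, 25 µM final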
NadD inh: NadD (S. aureus) enzyme inhibition; purified NadD enzyme, colorimetric absorbance read-out; inhibition, % at 20 µM; actives 0.78% (n = 360,000); AID 602399; in the data active = inhibition above about 26%; also: some compounds past the cut are filed as inactive
Rpn11 inh: blocks the human proteasome subunit Rpn11; O00487; human 26S proteasome, Ub4-pepOG fluorescence polarization; 20S core pre-blocked with epoxomicin; calls only at 20 µM; actives 0.59% (n = 360,000); AID 588493;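 active = inhibition at 20 µM, scaled to each plate's controls, above about 33%, limit read from the data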
LMPTP inh: blocks human LMPTP phosphatase; AID 651560; inhibition, % at 20 µM; P24666; actives 0.22% (n = 360,000); recombinant LMPTP-A, OMFP fluorogenic substrate, fluorescence intensity;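 active = compounds that cut the enzyme signal by at least half of the control window in the single-dose screen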;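 also: plate controls were DMSO wells with enzyme plus substrate for no effect and substrate without enzyme for full effect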
Target sequence (P24666 whole entry, looked up): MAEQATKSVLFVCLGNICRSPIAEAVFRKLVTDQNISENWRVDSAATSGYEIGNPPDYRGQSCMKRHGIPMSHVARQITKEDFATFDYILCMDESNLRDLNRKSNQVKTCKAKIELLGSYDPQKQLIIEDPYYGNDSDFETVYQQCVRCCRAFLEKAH
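Assay system: LMPTP-A, protein tyrosine phosphatase of low molecular weight / Medium: pH 6.0 Bis-Tris buffer with DTT and Triton X-100 / Schedule: 50 min enzyme reaction at room temperature, protected from light / Measured by: endpoint fluorescence intensity from OMFP dephosphorylation / Read-out basis: % inhibition relative to no-enzyme and uninhibited control wells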
SUMO1-SIM PPI: modulators of human SUMO1-mediated protein-protein interactions; AID 602429; actives 0.33% (n = 360,000); SUMO1 binding to a labelled peptide, TR-FRET, 1 h; P63165; inhibition, % at 20 µM; in the data active = inhibition above about 37%
* hit, by the source's call; i = inactive; nt = no result given.

Start of the listing, in advance (14 entries):
SMILES	CendR NRP1 mod	MT1-MMP act inh	SKN-1 block	DNMT1 block	Scp-1 inhibitor	STEP inh	NadD inh	Rpn11 inh	LMPTP inh	SUMO1-SIM PPI
COc1ccccc1N1CCN(C(=O)c2cc(-c3ccc4c(c3)OCO4)on2)CC1	-12	9	-6	-7	-2	1	2	i	0.5	-3
O=C(NC(Cc1c[nH]c2ccccc12)C(=O)O)/C(=C/c1ccco1)NC(=O)c1ccccc1 (stereo not drawn)	-14	-14	10	12	7	6	0	i	-1.5	3
C[C@H](CO)N1C[C@H](C)[C@@H](CN(C)C(=O)Nc2ccc3c(c2)OCO3)Oc2ccc(NC(=O)CCC(F)(F)F)cc2C1=O	12	-3	-9	-7	-11	1	-2	i	-0.4	5
CC(C)(C)C(=O)c1sc(Nc2ccccc2)nc1N	-6	-13	18	-2	-5	-5	-4	i	1.2	4
Nc1nc2nc(-c3ccc(Cl)cc3)cc(C(F)(F)F)n2n1	-1	9	7	0	5	2	9	i	-1.4	-9
C[C@@H]1CN([C@@H](C)CO)C(=O)CCCn2nncc2CO[C@@H]1CN(C)C(=O)Cc1ccccc1	4	0	8	1	nt	-1	-4	i	-2.8	-2
CC(=O)Nc1ccc(NC(=O)COC(=O)C2CCC(C(C)(C)C)CC2)cc1 (stereo not drawn)	5	4	-4	7	-13	0	0	i	2.2	3
CCN(CC)CCN1C(=O)C(=O)/C(=C(/O)c2ccc(S(=O)(=O)N3CCOCC3)cc2)C1c1ccc(Cl)cc1 (stereo not drawn)	4	2	14	1	-3	-1	2	i	-2.3	-10
Cc1ccc(C2NC(=O)c3ccccc3O2)cc1 (stereo not drawn)	2	4	14	6	-6	-3	-5	i	-0.7	7
O=C(Nc1ccccc1F)C1CCCN1S(=O)(=O)c1cccc2nsnc12 (stereo not drawn)	17	3	13	-1	-7	1	-3	i	-1.4	-32
Cc1ccc(C(O)c2ncc(-c3ccc4ccccc4c3)[nH]2)cc1F (stereo not drawn)	12	0	3	-2	nt	0	11	i	3.9	-19
O=c1cc(NC2CCCCC2)c2ccccc2o1	-128	-9	4	1	-6	-2	1	i	0.0	-2
O=C(c1ccncc1)N1CCN(S(=O)(=O)c2cc(C(F)(F)F)cc(C(F)(F)F)c2)CC1	-1	-3	4	2	-2	3	0	i	-0.7	5
Cc1sc2nc3c(C(=O)N4CCCC4)cc(C(=O)c4ccccc4O)cn3c(=O)c2c1C	-19	-9	8	0	-5	-2	2	i	2.1	-16

The whole of this part, from the first entry:
SMILES	CendR NRP1 mod	MT1-MMP act inh	SKN-1 block	DNMT1 block	Scp-1 inhibitor	STEP inh	NadD inh	Rpn11 inh	LMPTP inh	SUMO1-SIM PPI
COc1ccccc1N1CCN(C(=O)c2cc(-c3ccc4c(c3)OCO4)on2)CC1	-12	9	-6	-7	-2	1	2	i	0.5	-3
O=C(NC(Cc1c[nH]c2ccccc12)C(=O)O)/C(=C/c1ccco1)NC(=O)c1ccccc1 (stereo not drawn)	-14	-14	10	12	7	6	0	i	-1.5	3
C[C@H](CO)N1C[C@H](C)[C@@H](CN(C)C(=O)Nc2ccc3c(c2)OCO3)Oc2ccc(NC(=O)CCC(F)(F)F)cc2C1=O	12	-3	-9	-7	-11	1	-2	i	-0.4	5
CC(C)(C)C(=O)c1sc(Nc2ccccc2)nc1N	-6	-13	18	-2	-5	-5	-4	i	1.2	4
Nc1nc2nc(-c3ccc(Cl)cc3)cc(C(F)(F)F)n2n1	-1	9	7	0	5	2	9	i	-1.4	-9
C[C@@H]1CN([C@@H](C)CO)C(=O)CCCn2nncc2CO[C@@H]1CN(C)C(=O)Cc1ccccc1	4	0	8	1	nt	-1	-4	i	-2.8	-2
CC(=O)Nc1ccc(NC(=O)COC(=O)C2CCC(C(C)(C)C)CC2)cc1 (stereo not drawn)	5	4	-4	7	-13	0	0	i	2.2	3
CCN(CC)CCN1C(=O)C(=O)/C(=C(/O)c2ccc(S(=O)(=O)N3CCOCC3)cc2)C1c1ccc(Cl)cc1 (stereo not drawn)	4	2	14	1	-3	-1	2	i	-2.3	-10
Cc1ccc(C2NC(=O)c3ccccc3O2)cc1 (stereo not drawn)	2	4	14	6	-6	-3	-5	i	-0.7	7
O=C(Nc1ccccc1F)C1CCCN1S(=O)(=O)c1cccc2nsnc12 (stereo not drawn)	17	3	13	-1	-7	1	-3	i	-1.4	-32
Cc1ccc(C(O)c2ncc(-c3ccc4ccccc4c3)[nH]2)cc1F (stereo not drawn)	12	0	3	-2	nt	0	11	i	3.9	-19
O=c1cc(NC2CCCCC2)c2ccccc2o1	-128	-9	4	1	-6	-2	1	i	0.0	-2
O=C(c1ccncc1)N1CCN(S(=O)(=O)c2cc(C(F)(F)F)cc(C(F)(F)F)c2)CC1	-1	-3	4	2	-2	3	0	i	-0.7	5
Cc1sc2nc3c(C(=O)N4CCCC4)cc(C(=O)c4ccccc4O)cn3c(=O)c2c1C	-19	-9	8	0	-5	-2	2	i	2.1	-16
Cc1ccc(CN2CCNC(=O)C2CC(=O)N(C)CCc2cnn(C)c2)cc1 (stereo not drawn)	-9	-3	-8	1	-15	-2	0	i	1.6	9
O=C(Cc1cccs1)NCc1ccccc1	6	-2	-2	-1	-4	-4	-4	i	-2.7	0
CCOc1ccccc1NC(=O)NCc1ccc(F)cc1	1	2	4	2	-4	0	6	i	-1.4	1
CC(C)CC(NC(=O)CNC(=O)C1O[C@@H]2OC(C)(C)O[C@@H]2[C@H]2OC(C)(C)O[C@@H]12)C(=O)O (stereo partly drawn)	-6	-1	-6	2	-4	-3	-1	i	0.0	1
COc1ccc(C(=O)COC(=O)c2ccc3c(c2)NC(=O)CS3)c(OC)c1	4	0	-9	-11	7	1	2	i	2.7	1
O=C(CN1C(=O)c2ccccc2S1(=O)=O)NC1CCCC1	9	5	5	0	3	-2	-1	i	-1.9	-2
CC(C)NC(=O)c1cnc(Sc2ncc(C(F)(F)F)cc2Cl)n1C	6	0	4	2	6	1	-10	i	0.3	-4
CCC(=O)Nc1ccc2nc(C)n(CC(=O)Nc3ccccc3)c(=O)c2c1	-9	1	-8	-9	-6	-3	2	i	-1.2	-3
O=C(Cn1cccc1C(=O)c1ccccc1)NCc1ccccc1	-7	nt	17	-1	-7	-1	10	i	0.9	-4
Cc1cccnc1NC(=O)C(C)N1C(=O)c2ccccc2C1=O (stereo not drawn)	8	3	18	2	-4	0	-4	i	-1.9	-4
COc1ccc(NC(=O)CSCC(=O)N2c3ccccc3CCc3ccccc32)cc1	7	1	12	0	3	0	-3	i	0.9	5
(list continues)
SMILES	CendR NRP1 mod	MT1-MMP act inh	SKN-1 block	DNMT1 block	Scp-1 inhibitor	STEP inh	NadD inh	Rpn11 inh	LMPTP inh	SUMO1-SIM PPI
CC(=O)c1cccc(NC(=O)COc2cc3oc(=O)c(CC(C)O)c(C)c3cc2Cl)c1 (stereo not drawn)	-3	-10	-14	9	51*	-1	-6	i	2.7	-6
COC(=O)CNC(=O)COC(=O)c1cc(F)c(F)cc1Cl	0	3	5	-1	0	3	0	i	-0.4	-3
CCOC(=O)CSc1nnc(-c2cccc(Br)c2)o1	0	1	3	1	-8	3	3	i	0.3	-5
Cc1nc2ncnn2c(C)c1Cc1cccc(F)c1	1	4	-21	1	-9	0	5	i	0.7	3
Cc1ccccc1CC(=O)N1CCN(S(=O)(=O)c2ccc(Cl)s2)CC1	4	2	2	2	-10	-2	-6	i	2.1	5
C[C@H]1CCC(=O)N([C@H](COc2ccccc2)Cc2ccccc2)CC1	20	-9	10	4	-6	2	-6	i	-1.0	-1
COc1ccccc1N1CCN(C(=O)Cc2c(C(=O)O)[nH]c3ccc(Cl)cc23)CC1	-10	1	7	-1	-5	2	16	i	0.5	2
O=C(CC1NCCc2ccccc21)Nc1ccc(Cl)cc1 (stereo not drawn)	2	0	-1	-2	-4	2	0	i	-0.1	-1
Cc1cccc2c3c([nH]c12)C(=O)CC(C)(C)S3	-5	0	-3	-1	-13	-3	-6	i	0.4	-4
NC(=O)c1cccc2ccccc12	8	1	0	0	2	3	0	i	-1.1	-7
CC1C(=O)NC(=O)C1c1ccccc1 (stereo not drawn)	3	-2	3	0	-3	-2	-4	i	-0.6	2
Cn1nnc2cc(C(=O)NC(C)(C)C)ccc21	3	-1	7	-1	-5	-2	-4	i	-5.8	1
Cc1ccc(NS(=O)(=O)c2cccc(C(=O)NCCCN3CCOCC3)c2)cc1	5	2	-18	-1	-1	0	-9	i	0.1	-2
O=C(c1cccs1)N(CC1CCCO1)c1nc(-c2ccccc2)cs1 (stereo not drawn)	-12	-6	31	-3	-16	0	-10	i	3.2	2
C=CCNc1nnc(SCC(=O)N2CCCCC2)c2ccccc12	-14	-18	-18	-1	0	-1	1	i	4.7	9
Cc1ccc(C)c(NC(=O)C(c2ccccc2)N2CCN(CC(=O)N3CCOCC3)CC2)c1 (stereo not drawn)	-7	2	-9	4	1	1	-7	i	0.9	1
